# Source: PubChem
# ERa SRC1 inh: ER-alpha (human) coactivator binding inhibition | 86,000 tested, 1.7% active | AID 629 | inhibition, % at 25.6 µM | TR-FRET ER-alpha LBD / SRC-1 peptide, estradiol-bound; in the data active = inhibition above about 50%;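 note: 0% = receptor plus peptide control and 100% = peptide only without receptor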
# ERa SRC1 pot: ER-alpha (human) coactivator binding potentiation. P03372. TR-FRET ERalpha-LBD/SRC-Cy5 coactivator binding, 2 h; 100 = basal binding, no effect. coactivator binding (% of control), % at 25.6 µM. 86,000 tested, 1.3% active. AID 639; in the data active = activity above about 200%;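 note: binding measured in presence of low estradiol as agonist stimulus; 0% = peptide alone without receptor and 100% = receptor with peptide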
# Lung fibro prol: blocks proliferation of human lung fibroblasts; LL 47 human lung fibroblast viability, ATP luminescence; hits give low values; viability, % at 10 µM; 85,000 tested, 1.1% active; AID 719;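 active = viability at or below 50% in the single dose screen; inactive = viability above 50%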;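 note: compound exposure lasted 72 h before the ATP readout; 100% = median luminescence of untreated cell-only wells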
#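 material = human LL 47 lung fibroblast cells | dosing = compounds added from tenfold dosing solution, 0.1% DMSO final | timing = overnight cell rest, 72 h compound treatment at 37 °C | measured by = CellTiter-Glo luminescence measuring cellular ATP | evaluation = % viability versus median cells-only luminescence | control set = cell-only wells, no compound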
# HUVEC inhibit: human endothelial cell proliferation inhibition; HUVEC proliferation, CellTiter-Glo luminescence, 72 h; hits give low values; viability, % at 10 µM (by protocol); 86,000 tested, 1.1% active; AID 648;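 active = viability at or below 30%; inactive = viability above 30%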;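 note: 100% = median luminescence of DMSO-only cell control wells on each plate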
# Smad3 FoxH1 inh: Smad3 (human) transcription factor binding inhibition | P84022 | TR-FRET Smad3/Dy647-FoxH1 peptide binding, europium anti-His | AID 630 | 88,000 tested, 0.29% active | inhibition, % at 25 µM;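 active = compounds that reduce the energy-transfer binding signal between the protein and its labelled peptide by more than half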;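 note: 0% = Smad3 plus labelled peptide maximal FRET and 100% = peptide-only background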
# Target sequence (P84022 whole entry, looked up): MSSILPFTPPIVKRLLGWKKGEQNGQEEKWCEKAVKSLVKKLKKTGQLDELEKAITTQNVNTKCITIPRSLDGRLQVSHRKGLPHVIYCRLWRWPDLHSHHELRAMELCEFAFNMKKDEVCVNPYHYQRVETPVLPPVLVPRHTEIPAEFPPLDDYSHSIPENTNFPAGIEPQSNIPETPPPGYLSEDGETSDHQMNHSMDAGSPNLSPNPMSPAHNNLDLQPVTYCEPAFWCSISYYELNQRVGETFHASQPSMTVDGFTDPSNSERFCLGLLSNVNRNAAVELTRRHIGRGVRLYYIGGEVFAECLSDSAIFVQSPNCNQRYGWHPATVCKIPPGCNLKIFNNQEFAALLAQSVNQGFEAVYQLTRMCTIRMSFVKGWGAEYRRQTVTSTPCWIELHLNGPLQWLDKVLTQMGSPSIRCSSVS
# H69AR inhibit: blocks growth of human H69AR lung tumor cells. viability, % at 10 µM. 85,000 tested, 6% active. AID 598. H69AR lung tumor viability, ATP luminescence, 72 h; hits give low values;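 active = viability at or below 40%; inactive = viability above 40%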;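 note: multidrug resistant small cell line overexpressing MRP-1 efflux transporter; 100% = mean luminescence of untreated control wells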
# ERb coact inh: blocks coactivator binding to human estrogen receptor beta; Q92731; TR-FRET ER-beta LBD / SRC1-Cy5 peptide binding; receptor agonist-loaded with 1 µM estradiol; inhibition, % at 25.6 µM; 86,000 tested, 1.3% active; AID 633;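 active = compounds whose percent inhibition of the receptor-coactivator binding signal exceeds about 50% in the single-dose screen, limit read from the data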;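 note: 0% = receptor plus peptide wells without compound and 100% = peptide-only wells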
# Target sequence (Q92731 whole entry, looked up, the tested form may be a part): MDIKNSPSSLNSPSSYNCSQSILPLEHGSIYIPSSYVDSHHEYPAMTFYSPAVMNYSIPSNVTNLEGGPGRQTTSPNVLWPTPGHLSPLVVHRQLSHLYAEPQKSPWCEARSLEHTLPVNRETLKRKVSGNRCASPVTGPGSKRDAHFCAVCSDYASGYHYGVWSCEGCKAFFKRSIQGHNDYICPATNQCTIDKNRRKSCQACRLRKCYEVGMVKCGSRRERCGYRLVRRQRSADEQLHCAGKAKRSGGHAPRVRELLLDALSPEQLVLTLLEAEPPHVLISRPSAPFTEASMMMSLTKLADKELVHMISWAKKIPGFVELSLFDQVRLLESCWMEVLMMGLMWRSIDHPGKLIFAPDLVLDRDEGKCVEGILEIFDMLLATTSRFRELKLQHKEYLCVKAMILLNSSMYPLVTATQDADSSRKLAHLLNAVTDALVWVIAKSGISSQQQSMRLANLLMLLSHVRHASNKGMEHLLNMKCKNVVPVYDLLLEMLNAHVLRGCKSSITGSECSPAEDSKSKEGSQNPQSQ
# CD11b adhes enh: increases human CD11b/CD18 adhesion to fibrinogen. P05107+P11215. K562 CD11b/CD18 adhesion to fibrinogen, ATPlite luminescence. activation, % at 10 µM. 93,000 tested, 0.07% active;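 active = 10 µM primary screen giving 50% or more activity, confirmed by 40% or more on retest at that dose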; note: strong numbers were not always called active
# MT1-MMP txn act: activates MT1-MMP transcription; AID 750; HT1080 MT1-MMP promoter luciferase reporter, luminescence, overnight; hits give high values; activation factor at 10 µM; 86,000 tested, 0.16% active;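 active = activation factor of at least 2 for MT1-MMP transcription at 10 µM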
# An asterisk follows results filed as active; · = not tested or not shown; [ ] = another dose, or the depositor's remark. Not all compounds are listed; the hit share may differ from the screen's.
SMILES,ERa SRC1 inh,ERa SRC1 pot,Lung fibro prol,HUVEC inhibit,Smad3 FoxH1 inh,H69AR inhibit,ERb coact inh,CD11b adhes enh,MT1-MMP txn act
COc1cccc(CNc2ccc(S(N)(=O)=O)cc2)c1OC,-17,103,102,99,-4,104,-26,-4,1.1
COc1ccc(Nc2ncnc3nc[nH]c23)cc1OC,5,104,92,90,6,74,16,-1,1.1
O=S(=O)(c1ccc2oc3ccccc3c2c1)N1CCOCC1,-1,97,99,105,-9,84,-2,-5,1.1
COc1ccccc1NC(=O)NCc1ccc2c(c1)OCO2,-3,101,102,96,-2,86,5,-2,1.1
Cc1nc2ncnn2c(C)c1CCC(=O)NCc1ccc2c(c1)OCO2,5[fluorescence artefact?],122,100,93,-1,92,-4[fluorescence artefact?],2,1.2
COCCCNC(=O)CC(NS(=O)(=O)c1ccc(C)cc1)c1ccco1 (centres undefined),-3,113,104,85,-3,85,-2,6,1.1
CC1CCC(NC(=O)c2cc3c(=O)n(C)c4ccccc4c3n2C)CC1 (centres undefined),28[fluorescence artefact?],169[fluorescence artefact?],88,68,1,29*,20[fluorescence artefact?],9,1.2
Cc1cc(=O)oc(C)c1C(=O)N1CCCc2ccccc21,-4,90,95,95,-13,99,-1,·,1.1
COC(=O)c1c(NC(=O)c2ccc(C)o2)sc2c1CCCCC2,9,80[fluorescence artefact?],100,88,3,76,2,0,1.8
N#Cc1c(C#N)c(-c2ccccc2)n(-c2ccc(C(=O)O)cc2)c1N,-10,97,106,92,-1,98,-9,-4,1.1
COc1ccc(Nc2nnc(C)c3ccccc23)cc1C(N)=O,10,94[fluorescence artefact?],107,102,5,81,14[fluorescence artefact?],2,1.3
COc1ccccc1OCc1ccc(C(=O)NCc2cccnc2)o1,-8,97,95,98,-2,103,3[fluorescence artefact?],-5,1.1
N#Cc1c(N)oc(-c2ccco2)c1-c1ccco1,37[fluorescence artefact?],25[fluorescence artefact?],100,93,-1,83,55*[fluorescence artefact?],0,1
O=C(CCC(=O)N1CCN(c2ccccn2)CC1)Nc1nnc(C2CCCCC2)s1,-7[fluorescence artefact?],107,105,102,-4,95,12,-1,1.1
CCOc1ccc(N2C(=O)C(Cl)=C(Nc3ccccc3O)C2=O)cc1,7[fluorescence artefact?],61[fluorescence artefact?],103,92,-3,53,11[fluorescence artefact?],5,1.3

# Laid out differently: entries from further up.
N#Cc1c(N)oc(-c2ccco2)c1-c1ccco1
  ERa SRC1 inh: 37[fluorescence artefact?]
  ERa SRC1 pot: 25[fluorescence artefact?]
  Lung fibro prol: 100
  HUVEC inhibit: 93
  Smad3 FoxH1 inh: -1
  H69AR inhibit: 83
  ERb coact inh: 55*[fluorescence artefact?]
  CD11b adhes enh: 0
  MT1-MMP txn act: 1

COc1ccc(Nc2ncnc3nc[nH]c23)cc1OC
  ERa SRC1 inh: 5
  ERa SRC1 pot: 104
  Lung fibro prol: 92
  HUVEC inhibit: 90
  Smad3 FoxH1 inh: 6
  H69AR inhibit: 74
  ERb coact inh: 16
  CD11b adhes enh: -1
  MT1-MMP txn act: 1.1

# More results.
SMILES,ERa SRC1 inh,ERa SRC1 pot,Lung fibro prol,HUVEC inhibit,Smad3 FoxH1 inh,H69AR inhibit,ERb coact inh,CD11b adhes enh,MT1-MMP txn act
CC(C)CSc1nc(N2CCOCC2)c2c(c1C#N)CC(C)(C)SC2,-3,117,90,93,1,64,-16,-4,1.2
NC(=O)C1(S(=O)(=O)c2ccccc2)CCCCC1,6[fluorescence artefact?],96[fluorescence artefact?],113,98,-11,90,4,0,1.2
CCn1c(SCC(=O)NC(C)C)nnc1-c1cccs1,-1,71,111,101,-5,84,-13,-3,1
CCOC(=O)C(C)Oc1ccc2c(CC)cc(=O)oc2c1C (centres undefined),4,103,96,98,-15,94,-3,1,1
Cc1ccc(C)c(OCc2nnc(NC(=O)c3ccco3)s2)c1,5,98,98,78,6,100,13,1,1.1
CCCCCCOC(=O)Cc1c(C)nc(-c2ccccc2)[nH]c1=O,-11,106,102,95,-12,90,-8,·,1.1
Cc1nnc(N2C(=O)C(O)=C(C(=O)c3ccco3)C2c2ccc(C(C)C)cc2)s1 (centres undefined),-2,85,104,93,7[fluorescence artefact?],90,-3,·,1.2
CCCn1c(SCC(=O)NC(C)C23CC4CC(CC(C4)C2)C3)n[nH]c1=O (centres undefined),1[fluorescence artefact?],118,97,92,7,101,-3[fluorescence artefact?],-7,1.2
Cc1oc2c(c1C(=O)Nc1cccc3ccccc13)CCCC2,1,101,96,111,-1,80,4,-6,1
COc1cc2[nH]c3c(N4CCC(C(N)=O)CC4)ncnc3c2cc1OC,13,109,105,102,6,95,15[fluorescence artefact?],-1,1
CCN(CCC(=O)O)c1ccccc1,-1,108,100,101,-6,89,-7,-4,1.1
COC(=O)c1cccc(S(=O)(=O)N(Cc2ccco2)Cc2cc3cc(OC)ccc3[nH]c2=O)c1,-9,92,91,71,17,40,0,-2,·
COc1ccc(-n2c(=S)[nH]c3ccccc32)cc1,6,115[fluorescence artefact?],94,79,16,95,9[fluorescence artefact?],0,1.1
N#C/C(C(=O)N1CCOCC1)=C1/SC(Cc2ccccc2)C(=O)N1c1ccccc1 (centres undefined),5,143,98,95,-2,110,4,-1,1.2
CC(C)c1nnc(NC(=O)C2CCCN2S(=O)(=O)c2ccc(Cl)cc2)s1 (centres undefined),-15,104,102,97,10,83,-15,-1,1.2
CC1=C/C(=C\c2ccc3c(c2)OCO3)C(=O)S1,-4,97,105,82,-2,68,-6,-4,1.1
O=C1CSC(c2ccccc2F)N1c1cc(Cl)ccc1O (centres undefined),8[fluorescence artefact?],122[fluorescence artefact?],97,104,-1,89,-2[fluorescence artefact?],0,1.2
CN1C2C=C3C(C#N)=C(N)C(C#N)(C#N)[C@H](c4c(F)cccc4F)[C@H]3C1CC2 (some centres undefined),7,105,97,93,11[fluorescence artefact?],18*,-9,-2,1
CC1CCCC(C)N1C(=O)CSc1nnc(C2CCCCC2)o1 (centres undefined),3[fluorescence artefact?],124[fluorescence artefact?],102,103,9,96,3[fluorescence artefact?],-4,1.7
CCOC(=O)N1CCN(C(=O)c2ccc3c(c2)N(CC)CCS3)CC1,-5,105,97,92,10,88,-9,-1,1.1
O=C1C2(c3ccccc3)CN(CCO)CC1(c1ccccc1)CN(CCO)C2,3,95,98,84,-8,84,1,2,1.1
C=CCn1c(SCC(=O)Nc2sc(C)c(C)c2C(=O)OCC)nnc1-c1sc(N)nc1C,6,112[fluorescence artefact?],92,84,5,47,-5[fluorescence artefact?],-6,1
CC1(C)CC(=O)C2=C(C1)OC(N)=C(C#N)C2Cc1ccccc1 (centres undefined),5,118,92,90,-3,53,-1,2,1
Cc1c(NC(=O)C(C)OC(=O)CNC(=O)c2ccccc2)c(=O)n(-c2ccccc2)n1C (centres undefined),-2,98[fluorescence artefact?],110,99,9,97,-8,-5,1.2
CC1CCC(C(C)C)C(OC(=O)COC(=O)c2ccc(=O)[nH]c2)C1 (centres undefined),-5,95,96,96,4[fluorescence artefact?],102,4,-3,1
Cn1c(=O)c2ncn(CC(=O)NC3CCCCCC3)c2n(C)c1=O,-4,101,101,99,3,99,-1[fluorescence artefact?],-2,1.2
CCCNC(=O)c1c(N)n(-c2cccc(OC)c2)c2nc3ccccc3nc12,21[fluorescence artefact?],93[fluorescence artefact?],96,76,-6,72,18[fluorescence artefact?],·,1.2
COc1cccc(N2C(=O)C3CCCN3C2c2ccc(N(C)C)cc2)c1 (centres undefined),-8,122,93,88,-8,98,-7,-2,1.2
N#CC1=C(N)Oc2n[nH]c(-c3ccccc3)c2C1c1cccnc1 (centres undefined),-1[fluorescence artefact?],105[fluorescence artefact?],100,114,-10,94,17[fluorescence artefact?],2,1.2
N#Cc1ccc(C(=O)NCC(c2ccco2)N2CCCC2)cc1 (centres undefined),8,86,105,100,-10,87,3,-2,1.2
Cc1csc(NC(=O)CSc2nc(C)nc3c2c(=O)n(C)c(=O)n3C)n1,5,90,88,82,5,78,-3,-6,1
Cc1ccc2nc(SCC(=O)c3ccc(Cl)s3)[nH]c2c1,5,83,102,114,4,77,3,-8,1.2
CCn1ncc(Br)c1C(=O)NC(C)c1ccccc1 (centres undefined),-13,116[fluorescence artefact?],99,92,3,97,-8[fluorescence artefact?],·,1.1
CCSc1nc(=S)n(CC)c(C)c1C(C)=O,-12,124,101,91,2,92,-6,2,1
Cc1cc(-n2c(C)cc(C(=O)CSc3nnc4sc5ccccc5n34)c2C)no1,6,93,98,95,11[fluorescence artefact?],68,0,-4,1.1
CCCCCOC(=O)C1=C(C)N(C)C(=O)NC1c1cc(Br)c(O)c(OC)c1 (centres undefined),3,102,91,109,3,112,-5[fluorescence artefact?],6,1.2
CN1C(=O)SC(Nc2ccccc2C(=O)O)C1=O (centres undefined),-8,100,100,93,0,94,-5[fluorescence artefact?],1,1.1
CCOC(=O)c1sc(NC(=O)CCn2nnc3ccccc32)c(C(=O)OCC)c1C,15,183,95,57,2[fluorescence artefact?],36*,8[fluorescence artefact?],·,1.2
O=C(CSc1ncn[nH]1)Nc1ccc(Cl)c(Cl)c1,8,105,97,104,-3,56,2[fluorescence artefact?],0,·

# Entries from the list above that contain an NH in an aromatic ring:
SMILES,ERa SRC1 inh,ERa SRC1 pot,Lung fibro prol,HUVEC inhibit,Smad3 FoxH1 inh,H69AR inhibit,ERb coact inh,CD11b adhes enh,MT1-MMP txn act
COc1ccc(Nc2ncnc3nc[nH]c23)cc1OC,5,104,92,90,6,74,16,-1,1.1
CCCCCCOC(=O)Cc1c(C)nc(-c2ccccc2)[nH]c1=O,-11,106,102,95,-12,90,-8,·,1.1
CCCn1c(SCC(=O)NC(C)C23CC4CC(CC(C4)C2)C3)n[nH]c1=O (centres undefined),1[fluorescence artefact?],118,97,92,7,101,-3[fluorescence artefact?],-7,1.2
COc1cc2[nH]c3c(N4CCC(C(N)=O)CC4)ncnc3c2cc1OC,13,109,105,102,6,95,15[fluorescence artefact?],-1,1
COC(=O)c1cccc(S(=O)(=O)N(Cc2ccco2)Cc2cc3cc(OC)ccc3[nH]c2=O)c1,-9,92,91,71,17,40,0,-2,·
COc1ccc(-n2c(=S)[nH]c3ccccc32)cc1,6,115[fluorescence artefact?],94,79,16,95,9[fluorescence artefact?],0,1.1
CC1CCC(C(C)C)C(OC(=O)COC(=O)c2ccc(=O)[nH]c2)C1 (centres undefined),-5,95,96,96,4[fluorescence artefact?],102,4,-3,1
N#CC1=C(N)Oc2n[nH]c(-c3ccccc3)c2C1c1cccnc1 (centres undefined),-1[fluorescence artefact?],105[fluorescence artefact?],100,114,-10,94,17[fluorescence artefact?],2,1.2
Cc1ccc2nc(SCC(=O)c3ccc(Cl)s3)[nH]c2c1,5,83,102,114,4,77,3,-8,1.2
O=C(CSc1ncn[nH]1)Nc1ccc(Cl)c(Cl)c1,8,105,97,104,-3,56,2[fluorescence artefact?],0,·
